# Compound activity from PubChem BioAssay.
# DRD3 agonist: activates the human D3 dopamine receptor; P35462; D3R DiscoveRx beta-arrestin cells, luminescence, 90 min; max activation, %; 410,000 tested, 0.58% active; AID 652048; in the data active = max activation above about 30%; note: 0% is about no effect; mostly tested at two doses, the higher about 12 µM
# Target sequence (P35462 whole entry, looked up): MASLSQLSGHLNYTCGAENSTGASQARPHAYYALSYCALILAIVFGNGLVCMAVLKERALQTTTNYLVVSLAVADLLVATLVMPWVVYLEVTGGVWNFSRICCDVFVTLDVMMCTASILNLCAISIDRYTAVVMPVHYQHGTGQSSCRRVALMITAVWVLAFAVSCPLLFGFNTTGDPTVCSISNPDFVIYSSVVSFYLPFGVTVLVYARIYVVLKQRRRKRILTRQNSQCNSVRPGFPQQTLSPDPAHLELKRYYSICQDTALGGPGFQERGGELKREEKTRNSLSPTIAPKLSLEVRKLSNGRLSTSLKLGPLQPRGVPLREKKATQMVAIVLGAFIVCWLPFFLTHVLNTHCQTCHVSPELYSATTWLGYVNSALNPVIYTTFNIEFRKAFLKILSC
#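 Agonist-mode cell screen: cells plated at 1500/well and incubated overnight at 37 °C, then exposed to library compounds for 90 min at 37 °C. Detection reagent was added for 30–60 min at room temperature, and luminescence was read.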
# IL-1B inflam inh: blocks inflammasome-driven IL-1 beta release; THP-1 LPS/ATP IL-1B secretion, AlphaLISA, 16 h; stronger effect = lower value; activity change, % at 57.5 µM; 360,000 tested, 4.7% active; in the data active = activity change below about -50%; inconclusive = mostly about -30% to -49%; note: % is set by controls: 0 for no effect and ±100 for the full control effect
#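 Secreted IL-1B measured by AlphaLISA bead assay after 16 h compound exposure of THP-1 cells; compounds (final up to 57.5 uM) added 1 h before LPS (250 ng/mL) and ATP (1.25 mM) stimulation; lower signal means less secretion.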
# KB-V1 MDR tox: kills drug-selected multidrug resistant KB-V1 cells | Potency, µM (highest dose often 46.1 µM), without a hit: at the top dose activity change, negative = cytotoxicity, usual class: cytotoxic | 400,000 tested, 3.4% active | AID 1347076 | KB-V1 MDR cells viability, CellTiter-Glo, 72 h; note: potency is the fitted concentration of half-maximal effect; % is set by controls: 0 for no effect and ±100 for the full control effect; nearly all actives have a fitted effect of over 60% in size
#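 Cells of the MDR subline KB-V1 are plated, dosed with compound at multiple concentrations, and incubated 72 h at 37 degrees C; CellTiter-Glo is then added and luminescence read after 10 min.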
# HT1080 IDH1KD tx: toxicity to HT-1080 IDH1 knockdown cells (counter line); AID 686971; 360,000 tested, 2% active; HT-1080 IDH1 knockdown viability, ATP luminescence, 48 h; Potency, µM (highest dose often 46.1 µM), without a hit: top-dose activity, negative = toxicity, most hits filed as cytotoxic;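 note: potency is the fitted concentration of half-maximal effect; 0% = DMSO wells and -100% = cell-free medium wells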
#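 Using the IDH1-knockdown HT-1080 line run in the same batch and compound series as the NT line, viability after 48 h at 37 °C was determined by CellTiter-Glo luminescence and expressed as % activity.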
# HT1080NT lethal: kills 2HG-producing HT-1080-NT fibrosarcoma cells. HT-1080-NT fibrosarcoma viability, CellTiter-Glo ATP luminescence, 48 h. Potency, µM (highest dose often 46.1 µM), inactives show at the top dose activity, negative = less viability, hits mostly cytotoxic. 360,000 tested, 1.6% active. AID 686970;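 note: NT is the 2HG producing partner of a matched IDH1 knockdown line; potency is the fitted concentration of half-maximal effect; 0% = DMSO-treated cells and -100% = media-only wells without cells; nearly all actives have a fitted effect of over 55% in size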
#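 Viability of the 2HG-overproducing fibrosarcoma line after 48 hours of compound exposure at 37 degrees C was determined by luminescence with CellTiter-Glo, and concentration-effect curves were then fitted and categorized.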
# D3 antag: antagonists of human D3 dopamine receptor. max response, negative = inhibition, %. D3R cells, DiscoveRx beta-arrestin luminescence, antagonist mode; stronger effect = lower value. P35462. AID 652054. 360,000 tested, 2.5% active; in the data active = max response below about -50%; inconclusive = no clear call, values can overlap the other calls; note: % is set by controls: 0 for no effect and ±100 for the full control effect; mostly tested at two doses, the higher about 12 µM
#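 Cells expressing the human receptor were seeded at 1500 cells/well, incubated overnight at 37 degrees C in 5% CO2, then exposed to library compounds with dopamine controls for 90 minutes at 37 degrees C before luminescent detection.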
# GLP-1R agonist: activates the human GLP-1 receptor; Potency, µM (highest dose often 45.6 µM), for the others: at the highest dose activation, actives largely listed as activators; 380,000 tested, 0.007% active; P43220; HEK293 GLP-1R CRE-luciferase, luminescence, 4-6 h; cells express a hypersensitive GLP-1R form; AID 624172; note: potency is the fitted concentration of half-maximal effect; % of control where 0% means no effect
# Target sequence (P43220 whole entry, looked up): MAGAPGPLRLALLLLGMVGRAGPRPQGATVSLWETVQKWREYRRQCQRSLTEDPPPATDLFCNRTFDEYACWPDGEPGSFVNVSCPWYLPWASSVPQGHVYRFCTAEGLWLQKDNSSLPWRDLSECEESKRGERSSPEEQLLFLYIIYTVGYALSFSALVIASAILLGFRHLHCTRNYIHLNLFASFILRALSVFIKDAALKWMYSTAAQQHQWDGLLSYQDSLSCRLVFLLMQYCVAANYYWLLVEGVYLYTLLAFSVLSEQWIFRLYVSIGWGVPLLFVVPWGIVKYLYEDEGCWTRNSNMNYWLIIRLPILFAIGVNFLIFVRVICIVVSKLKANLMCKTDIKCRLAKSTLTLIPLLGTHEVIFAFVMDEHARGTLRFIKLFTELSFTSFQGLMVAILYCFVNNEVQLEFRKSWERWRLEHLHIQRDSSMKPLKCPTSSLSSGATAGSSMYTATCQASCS
# SW480 rereplic: DNA re-replication induction in SW480 cells; SW480 DNA re-replication, Hoechst DNA content imaging, 48 h; Potency, µM (doses to about 46.1 µM), for inactives: at the highest dose re-replication activation, usual class: activators; 340,000 tested, 1.8% active; note: potency is the fitted concentration of half-maximal effect; % of control where 0% means no effect; nearly all actives have a fitted effect of over 55% in size
#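 Hoechst fluorescence of nuclei (405 nm excitation, 500-530 nm emission) measured by plate-scanning imager after 48 hr compound exposure at 37 C; re-replication scored as increased number of nuclei with elevated intensity.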
# KB-3-1 tox: kills parental KB-3-1 adenocarcinoma cells | KB-3-1 viability, CellTiter-Glo ATP luminescence, 72 h | Potency, µM (series often up to 46.1 µM), for the others: at the top dose activity change, negative = cytotoxic, actives largely listed as cytotoxic | 400,000 tested, 1.4% active; note: potency is the fitted concentration of half-maximal effect; % is set by controls: 0 for no effect and ±100 for the full control effect; nearly all actives have a fitted effect of over 60% in size
#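 Parental KB-3-1 viability, qHTS format: 72 h compound exposure, 37 °C; CellTiter-Glo; media-only wells and DMSO plates as controls; concentration-effect fits on corrected data.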
# Active calls of the source: *; ? = inconclusive; · = not tested or not shown; & = joins results of further samples; [ ] = remark or other dose. Unless noted, calls come from the whole dose curve; as a rule, active = well fitted curve in the direction sought with a large enough effect; inconclusive = small, poorly fitted or top-dose-only effect, or another doubt; inactive = no such curve, though single readings can be large; an effect the other way counts as inactive or inconclusive.
SMILES,DRD3 agonist,IL-1B inflam inh,KB-V1 MDR tox,HT1080 IDH1KD tx,HT1080NT lethal,D3 antag,GLP-1R agonist,SW480 rereplic,KB-3-1 tox
O=C(O)c1cn(-c2ccccc2)nc1-c1ccncc1,-6,15,27%,10%,17%,10,-7%,-2%[9.22 µM],19%
CC(=O)Nc1ccc2c(c1)n(C)c(=O)n2C,4,19,23%,1%,-8%,15,-5%,-5%,2%
O=C1C2CC=CCC2C(=O)N1c1ccc(NCCc2ccc(Cl)cc2)c([N+](=O)[O-])c1 (stereo not drawn),-7,-15,1%,15%,14%,-9,0%,-10%,-4%
COc1ccccc1OCC(=O)Nc1ccc(S(=O)(=O)N2CCN(C)CC2)cc1,-11,35,-19%,-6%,-13%,11,4%,-8%,0%
CN(CC(=O)Nc1ccccc1C(F)(F)F)C(=O)C1CCN(S(=O)(=O)c2ccc3c(c2)OCCO3)CC1,-2,10,0%,0%,4%,13,2%,-3%,1%
COc1ccc(C2=Nc3ccccc3N(C(=O)c3ccc4ncccc4c3)C2C(=O)NC2CCCC2)cc1 (stereo not drawn),-11,-6,?,?,?,4,·,·,-18%
O=C(O)C1C2OC(C(Br)C2Br)C1C(=O)O (stereo not drawn),4,9,?,3%,-28%,-6,1%,-3%,10%
O=C(CCn1c(=O)sc2ccccc21)NCCCn1ccnc1,-11,24,-4%,4%,12%,8,-3%,4%,-17%
COc1ccc(-n2c(C)cc(=O)[nH]c2=O)cc1,5,-1,?,5%,21%,19,-4%,-4%,0%
Cc1cnc(C(=O)Nc2cccc(-c3nnc4n3CCCCC4)c2)cn1,1,-6,0%,18%,13%,0,-2%,-7%,11%
O=C(CSc1ccc(-c2ccccn2)nn1)Nc1ccc(F)cc1F,6&9,90,-30%&-5%,5%,-4%,4,4%,3%,?
Oc1ccc(Cl)cc1C=Nc1ccc2c3c(cccc13)CC2,9,25,15%,0%,2%,?,6%,0%,1%
COc1ccc(-c2noc(CNS(=O)(=O)c3ccc(NC(C)=O)cc3)n2)cc1,-1,1,-8%,-2%,-1%,1,-4%,-4%,-22%
CSc1nc(Cl)c(Cc2ccc(OCC(C)C)cc2)c(N2CCOCC2)n1,8,62,?,-25%,-21%,18,8%,-2%,0%
CCOC(=O)c1cccc(NC(=O)C2CCCO2)c1 (stereo not drawn),6,-16,-4%,13%,7%,-21,-2%,-3%,15%
O=S(=O)(c1ccccc1)N(Cc1cccc(F)c1)c1ccccc1,-4,-16,?,-14%,-11%,-26,-2%,-1%,-14%
CC1(C)SC2c3ccccc3C(=O)N2[C@@H]1C(=O)O (stereo partly drawn),-1,-4,15%,0%,0%,-7,-7%,-6%,0%
CCn1c(=S)sc2c(=O)n(CC(=O)Nc3cc(OC)ccc3OC)c(C)nc21,16,4,-49%,4%,-1%,21,2%,-19%,0%
COC(=O)CCC(=O)N1CCC(CCC(=O)NCc2ccc(F)cc2)CC1,0,10,17%,1%,7%,-5,-6%,-61%[inhibitor],4%
CS(=O)(=O)Cc1ccc(C(=O)N2CCCC2c2cccs2)cc1 (stereo not drawn),-3,11,0%,21%,22%,-9,4%,-75%[inhibitor],-7%
CC1CCCCN1C(=O)Nc1cccc(Cl)c1 (stereo not drawn),1,11,-22%,4%,-9%,0,-4%,-11%,0%
CN1N=C(c2ccc(Cl)cc2)CC(c2ccc(Cl)cc2)C1=O (stereo not drawn),-6,?,-5%,-16%,-2%,-24,17%,23%,-8%
CC(=O)Oc1ccc(-c2cccc(C(=O)OCC(=O)Nc3ccccc3Oc3ccccc3)c2)cc1,3,16,-2%,?,?,-11,3%,13%,-20%
O=C(NNc1c2ccccc2nc2ccccc12)c1ccccc1Cl,-11,60,-2%,-7%,0%,?,2%,10%,0%
NNC(=O)c1cc2ccccc2cc1NS(=O)(=O)c1ccccc1,5,47,-2%,-22%,-25%,-1,-1%,2%,17%
# Carrying on.
SMILES,DRD3 agonist,IL-1B inflam inh,KB-V1 MDR tox,HT1080 IDH1KD tx,HT1080NT lethal,D3 antag,GLP-1R agonist,SW480 rereplic,KB-3-1 tox
Cc1nn(-c2ccccc2)c(Cl)c1/C=C1\SC(=S)N(C)C1=O,-3,3,0%,26%,22%,?,0%,-5%,1%
NC(=O)c1ccc(NC(=O)C2CCCC2)cc1,1,4,-10%,15%,5%,2,0%,1%,2%
O=C1C=C(c2ccc(O)cc2)C[C@@H](c2ccc3c(c2)OCO3)C1,2,-22,13%,-9%,-11%,-13,14%,-4%,-23%
N#CC1=C(N)Oc2n[nH]c(-c3ccncc3)c2C1c1ccsc1 (stereo not drawn),-15,?,16%,-15%,-13%,-9,-1%,30%,-1%
CCOc1ccc(C(=O)C(C)OC(=O)C2CCN(c3ccc(C(F)(F)F)cn3)CC2)cc1 (stereo not drawn),15,25,?,-11%,-14%,29,12%,1%,?
O=C(CSc1nn(-c2ccccc2)c(=S)s1)NC1CCS(=O)(=O)C1 (stereo not drawn),0,21,10%,5%,1%,-2,-14%,0%,?
O=[N+]([O-])c1ccc(NC(=S)N2CCc3ccccc32)cc1,-10,-8,-1%,-25%,-1%,-23,4%,2%,-10%
CCN(CC(=O)N1CCOCC1)S(=O)(=O)c1cc(Cl)ccc1Cl,3,12,·,-3%,0%,-5,-9%,10%,·
CCC(=O)Nc1ccc(N2CCN(S(C)(=O)=O)CC2)cc1,-13,13,-4%,-9%,0%,-20,1%,-169%[inhibitor],-5%
CCC[C@H]1CN(c2ccccc2)C(=O)[C@@H]1CC(=O)NC,-7,7,-1%,-1%,-3%,-7,-4%,·,-12%
COc1ccc(C(=O)c2cnc[nH]2)cc1OC,-9,-21,-25%,-6%,-1%,2,3%,-16%,-9%
CC(=O)N1CCN(C(=O)Nc2cccc(C(F)(F)F)c2)CC1,-12,-2,-13%,-2%[9.24 µM],12%,-25,-23%,-8%,18%
O=C(COC(=O)c1c2c(nc3ccccc13)/C(=C/c1cccc([N+](=O)[O-])c1)CCC2)NC1CCS(=O)(=O)C1 (stereo not drawn),-4,-13,23µM*,?,-26%,6,10%,·,?
COc1cnn(-c2ccccc2)c(=O)c1SCc1ccc(Cl)cc1Cl,-5,-51*,-18%,-19%,2%,-22,7%,16%,-4%
Cc1ccc(C)c(NC(=O)CSc2nc3ccc(N4C(=O)c5ccccc5C4=O)cc3s2)c1,-3,-2,?,2%,5%,-18,4%,3%,-3%
C[C@H]1CN([C@@H](C)CO)C(=O)CCCn2nncc2CO[C@@H]1CN(C)Cc1ccc2c(c1)OCCO2,-5,8,7%,-2%,5%,-24,-6%,·,17%
CC(C)N1CC(O)=C(c2nc3ccccc3[nH]2)C1=N,5,-12,10%,-4%,-4%,-8,5%,-1%,24%
O=C1C2C3CCC(C3)C2C(=O)N1Cc1ccco1 (stereo not drawn),2,6,0%,7%,1%,11,0%,6%,9%
Cc1noc(C)c1COC(=O)Cc1ccc(Cl)c(Cl)c1,5,0,10%,18%,20%,15,1%,-5%,2%
Cc1ccc(-n2nnc(-c3nccn3C)n2)cc1,-15,11,-7%,?,?,?,-4%,-5%,?
O=C(CSc1ccc(-c2ccc(F)cc2)nn1)NCc1ccco1,0,47,-9%,5%,3%,-26,-1%,-3%,10%
CC(C)CCSc1nc(N)c(C#N)cc1C#N,10,?,21µM*,-29%,-21%,16,4%,-1%,2%
O=C(Cc1coc2ccc3ccccc3c12)NCc1ccccc1,6,13,?,?,?,9,8%,?,-29%
COC(=O)CC(NS(=O)(=O)c1cccs1)c1cccc2ccccc12 (stereo not drawn),0,13,-12%,1%,-1%,6,-3%,-1%,4%
CN(C)c1ccc(C=NCC2COc3ccccc3O2)cc1 (stereo not drawn),-15,-10,?,4%,10%,-17,11%,27%,19%
O=C(Nc1cccnc1)c1ccccc1Oc1ccccc1,-5,1,-21%,-2%,3%,-10,-2%,1%[9.22 µM],15%
CCCc1[nH]n(-c2ccc(F)cc2)c(=O)c1C=Nc1cccc(F)c1,-1,26,?,15µM*,7.3µM*,4,-9%,?,5.8µM*
O=C(NCCn1ccc2ccccc21)c1ccc(Cl)cc1,-13,·,?,·,·,·,0%,·,-4%
O=C(COC(=O)c1cnc(Cl)c(Cl)c1)NCc1cccs1,2,-5,-2%,-11%,0%,-1,-1%,?,-7%
O=C(CSc1ncnc2ccccc12)Nc1cccc(S(=O)(=O)N2CCOCC2)c1,-11,?,13%,-10%,-4%,1,0%,-33%,10%

# Sorted by heavy-atom count (ascending): nine of the compounds above.
SMILES,DRD3 agonist,IL-1B inflam inh,KB-V1 MDR tox,HT1080 IDH1KD tx,HT1080NT lethal,D3 antag,GLP-1R agonist,SW480 rereplic,KB-3-1 tox
CC(C)CCSc1nc(N)c(C#N)cc1C#N,10,?,21µM*,-29%,-21%,16,4%,-1%,2%
O=C1C2C3CCC(C3)C2C(=O)N1Cc1ccco1 (stereo not drawn),2,6,0%,7%,1%,11,0%,6%,9%
Cc1noc(C)c1COC(=O)Cc1ccc(Cl)c(Cl)c1,5,0,10%,18%,20%,15,1%,-5%,2%
CCC(=O)Nc1ccc(N2CCN(S(C)(=O)=O)CC2)cc1,-13,13,-4%,-9%,0%,-20,1%,-169%[inhibitor],-5%
CC(=O)N1CCN(C(=O)Nc2cccc(C(F)(F)F)c2)CC1,-12,-2,-13%,-2%[9.24 µM],12%,-25,-23%,-8%,18%
O=C1C=C(c2ccc(O)cc2)C[C@@H](c2ccc3c(c2)OCO3)C1,2,-22,13%,-9%,-11%,-13,14%,-4%,-23%
O=C(Cc1coc2ccc3ccccc3c12)NCc1ccccc1,6,13,?,?,?,9,8%,?,-29%
CCCc1[nH]n(-c2ccc(F)cc2)c(=O)c1C=Nc1cccc(F)c1,-1,26,?,15µM*,7.3µM*,4,-9%,?,5.8µM*
O=C(CSc1ncnc2ccccc12)Nc1cccc(S(=O)(=O)N2CCOCC2)c1,-11,?,13%,-10%,-4%,1,0%,-33%,10%
